SUMO1-SIM PPI: SUMO1-SIM interaction modulation; 0.33% of 360,000 active; inhibition, % at 20 µM; AID 602429; SUMO1 binding to a labelled peptide, TR-FRET, 1 h; in the data active means inhibition above about 37%
Target sequence (P63165 whole entry, looked up): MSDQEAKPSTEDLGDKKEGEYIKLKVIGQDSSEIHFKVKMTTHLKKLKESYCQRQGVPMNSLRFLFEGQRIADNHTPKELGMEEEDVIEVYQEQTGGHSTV
bovine MsrA act: activators of bovine methionine sulfoxide reductase A; purified bovine MsrA, absorbance read-out; activation, % at 10.6 µM; 0.3% of 360,000 active; in the data active means activation above about 7.5%;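 further: 0% = vehicle and 100% = reference activator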
STEP block: blocks human striatal-enriched tyrosine phosphatase; AID 588621; recombinant STEP, OMFP fluorogenic substrate, fluorescence; inhibition, % at 20 µM; 0.25% of 360,000 active;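 active means inhibition at 20 µM, scaled per plate between control wells, above about 37%, limit read from the data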;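 further: 0% = DMSO with enzyme and substrate and 100% = substrate only without enzyme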
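Assay system: isolated STEP enzyme / Timing: 20 min at room temperature, dark / Doses: 20 µM, 1% DMSO / Technique: fluorescence intensity, excitation 480 nm, emission 540 nm / Reagent: fluorogenic phosphatase substrate OMFP at 25 µM final / Measure: percent inhibition scaled to no-enzyme and uninhibited-enzyme controls, plate-pattern corrected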
LMPTP block: blocks human LMPTP phosphatase | P24666 | recombinant LMPTP-A, OMFP fluorogenic substrate, fluorescence intensity | inhibition, % at 20 µM | 0.22% of 360,000 active | AID 651560;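 active means compounds that cut the enzyme signal by at least half of the control window in the single-dose screen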;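 further: plate controls were DMSO wells with enzyme plus substrate for no effect and substrate without enzyme for full effect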
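Test system: LMPTP-A, protein tyrosine phosphatase of low molecular weight; Input: 0.625 nM enzyme; Incubation: 50 min dark incubation at room temperature; Signal: endpoint fluorescence intensity from OMFP dephosphorylation; Read-out basis: % inhibition versus control wells.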
DNMT1 block: blocks human DNA methyltransferase DNMT1 | P26358 | DNMT1 molecular beacon, Hinp1I cleavage, fluorescence | inhibition (reported as % activation of signal), % at 10 µM | 0.83% of 360,000 active | AID 588458; in the data active means inhibition above about 50%
Scp-1 inhibitor: inhibitors of human Scp-1 phosphatase; Q9GZU7; Recombinant Scp1, phosphopeptide, malachite green phosphate absorbance; inhibition, % at 20 µM; 0.88% of 340,000 active; AID 493091;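 active means inhibition above about 50% at 20 µM, limit read from the data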;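 further: plate controls were DMSO wells with enzyme for no effect and wells lacking enzyme for full effect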
Target sequence (Q9GZU7 76-261 limits assumed): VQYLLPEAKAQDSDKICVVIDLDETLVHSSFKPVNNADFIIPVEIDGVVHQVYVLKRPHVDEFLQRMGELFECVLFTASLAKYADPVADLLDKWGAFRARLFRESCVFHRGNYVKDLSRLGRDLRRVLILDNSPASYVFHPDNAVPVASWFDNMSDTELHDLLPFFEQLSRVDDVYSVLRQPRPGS
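Test system: SCP-1 catalytic domain; Buffer or medium: Acidic Tris acetate buffer with magnesium and detergent; Also added: Phosphorylated 17-residue peptide substrate; Compound: single 20 µM dose, 1% DMSO; Schedule: enzyme reaction 45 min at room temperature, colour 5 min, stabilisation 30 min; Signal: Phosphate-binding colour reagent, absorbance read at 630 nm.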
MsrA inh: inhibits bovine methionine sulfoxide reductase A; inhibition, % at 15.5 µM; purified bovine MsrA, absorbance read-out; 0.75% of 360,000 active; in the data active means inhibition above about 4.5%;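 further: 0% = vehicle wells with enzyme and 100% = reference inhibitor wells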
NRP1-CendR mod: modulators of CendR peptide binding to human neuropilin-1; O14786; FAM-RPARPAR peptide binding to NRP-1, fluorescence polarization; inhibition, % at 25 µM; 0.85% of 360,000 active; AID 602438;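 active means inhibition or corrected inhibition above about 18%, plus a signal ratio from 0.5 to 1.5, limit read from the data, passing the limit was not always enough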; further: strong numbers were not always called active
TbMetRS inhib: blocks T. brucei methionyl-tRNA synthetase activity; purified T. brucei MetRS, ATP depletion, Kinase-Glo luminescence; inhibition, % at 11.9 µM; 0.4% of 360,000 active; AID 624268;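 active means inhibition above a per-plate cutoff of the control wells' mean inhibition plus 3 SD, cut at about 5.5% in these data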;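 further: 0% = DMSO wells median and 100% = median of wells with control inhibitor compound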
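System: purified T. brucei MetRS enzyme / Detection: Kinase-Glo luciferase luminescence reporting remaining unconsumed ATP / Medium: HEPES buffer with MgCl2, KCl, DTT, spermine, BSA, pyrophosphatase / Replication: singlicate, one well per compound / Evaluation: percent inhibition relative to median high and low control wells / Schedule: 2 h aminoacylation at 25 °C after 15 min preincubation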
eLon inh: inhibitors of E. coli Lon protease; P0A9M0; purified E. coli Lon protease, fluorescence polarization; inhibition, % at 7.94 µM; 0.42% of 360,000 active; AID 602123; in the data active means inhibition above about 13%, passing the limit was not always enough;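 further: 0% = enzyme with probe and DMSO and 100% = no enzyme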
Target sequence (P0A9M0 whole entry, looked up): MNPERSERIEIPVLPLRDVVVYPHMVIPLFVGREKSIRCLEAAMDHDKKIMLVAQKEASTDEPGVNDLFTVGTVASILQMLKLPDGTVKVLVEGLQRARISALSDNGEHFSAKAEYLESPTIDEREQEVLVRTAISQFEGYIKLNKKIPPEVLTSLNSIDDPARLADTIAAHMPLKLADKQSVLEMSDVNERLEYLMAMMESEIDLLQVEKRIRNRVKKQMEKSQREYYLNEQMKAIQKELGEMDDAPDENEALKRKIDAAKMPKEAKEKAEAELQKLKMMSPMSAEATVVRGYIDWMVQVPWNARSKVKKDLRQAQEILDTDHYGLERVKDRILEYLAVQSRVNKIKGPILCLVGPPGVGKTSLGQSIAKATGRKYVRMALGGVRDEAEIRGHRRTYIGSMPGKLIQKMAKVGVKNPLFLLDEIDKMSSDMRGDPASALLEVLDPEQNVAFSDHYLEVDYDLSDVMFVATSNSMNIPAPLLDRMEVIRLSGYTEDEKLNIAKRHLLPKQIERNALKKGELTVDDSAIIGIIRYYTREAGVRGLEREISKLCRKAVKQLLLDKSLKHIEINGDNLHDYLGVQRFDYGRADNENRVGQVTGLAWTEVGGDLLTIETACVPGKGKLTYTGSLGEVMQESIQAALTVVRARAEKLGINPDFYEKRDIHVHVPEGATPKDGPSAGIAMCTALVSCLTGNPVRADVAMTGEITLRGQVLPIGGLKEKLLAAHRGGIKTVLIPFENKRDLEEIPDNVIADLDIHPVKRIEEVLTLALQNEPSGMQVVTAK
An asterisk follows results filed as active; · = not tested or not shown; & = joins results of further samples.

SMILES | SUMO1-SIM PPI | bovine MsrA act | STEP block | LMPTP block | DNMT1 block | Scp-1 inhibitor | MsrA inh | NRP1-CendR mod | TbMetRS inhib | eLon inh
CCOC(=O)Nc1ccc(S(=O)(=O)N2CCC(C)CC2)cc1 | 0 | -2 | 2 | -1.4 | -2 | -3 | 0.2 | 21 | -0.8 | -7
Cc1cc2oc(C(=O)Nc3ccc(S(=O)(=O)Nc4ncccn4)cc3)c(C)c2cc1Cl | 0 | -7 | 0 | -0.3 | 3 | 2 | 0.7 | 11 | -0.4 | -1
CSc1ccc(-c2nc(CSCC(=O)N3CCOCC3)c(C)o2)cc1 | -6 | -2 | -1 | 0.7 | -6 | -9 | -0.1 | -2 | -0.1 | 2
CSc1nc(N)nc2c1ncn2C1OC(CO)C(O)C1O (stereo not drawn) | 0 | 0 | -3 | -1.0 | 3 | -5 | 0.0 | 13 | 0.0 | -1
CC(=O)c1ccc(NC(=O)CN2C(=O)NC3(CCCc4ccccc43)C2=O)cc1 (stereo not drawn) | 2 | -4 | -2 | -0.8 | -3 | 26 | -0.2 | 7 | 0.4 | 0
CCSc1nc(-c2ccc(OC)cc2)n(-c2nc3ccccc3s2)n1 | -1 | 0 | 3 | 2.4 | -5 | -17 | -0.3 | -9 | -0.3 | -2
CCc1ccc(Nc2nnc(SCn3nnc4ccccc4c3=O)s2)cc1 | 1 | -1 | -9 | -1.0 | 9 | 0 | -1.2 | -3 | -0.6 | -11
O=C(CN1CCCCC1)N=Nc1c(O)[nH]c2ccccc12 | -15 | -7 | -3 | -0.8 | 3 | -11 | 2.7 | 3 | -0.2 | 0
C#CCOCCOCCOCCNc1nc(N2CCN(C(=O)[C@H](CCCCN)n3cc([C@@H](N)CO)nn3)CC2)nc(N2CCN(C(=O)[C@H](CCCCN)n3cc([C@@H](N)CC(C)C)nn3)CC2)n1 | -135 | -8 | 1 | -7.1 | -18 | 1 | -0.6 | 5 | -0.3 | -2
Cc1cnc(C(=O)Nc2nnc(C(C)C)s2)cn1 | -3 | -5 | -2 | -0.8 | 2 | -7 | -0.2 | 1 | -1.3 | -3
Cc1cccc(-n2ncc3c(NC4CCCCC4)ncnc32)c1 | 8 | 1 | -1 | 1.2 | 0 | -5 | 0.0 | 2 | -0.1 | -9
CCC(CC)C(=O)NCc1ccccc1OC | -2 | -3 | 4 | -2.2 | 0 | -2 | -0.4 | -10 | 0.3 | 6
Cc1ccc(N(CC(=O)NCc2ccc3c(c2)OCO3)C(=O)c2csnn2)cc1 | 7 | -7 | 1 | -1.5 | 0 | 10 | 0.0 | -6 | 0.3 | 9
CC(SC(C)C(=O)NN=Cc1cccc(Cl)c1)C(=O)NN=Cc1cccc(Cl)c1 (stereo not drawn) | -1 | 0 | 0 | -0.9 | 65* | -7 | 1.4 | 12 | -0.1 | 13
O=C(COC(=O)CNC(=O)C1CCCCC1)Nc1ccccc1OC(F)F | 2 | -4 | 2 | -0.8 | -1 | -5 | 0.6 | 3 | -0.3 | -6
CC(=O)c1cccc(-n2nnnc2SCC(=O)Nc2cccc(NC(=O)c3ccco3)c2)c1 | -1 | 0 | -3 | 1.9 | -5 | -12 | -0.8 | 2 | -0.2 | -2
COc1ccc(C(=O)C2CCCN(C(=O)c3cccc(N4CCCC4=O)c3)C2)cc1OC (stereo not drawn) | 1 | -3 | 0 | -0.4 | -1 | -7 | 0.3 | 2 | 0.5 | 0
C=CCC[C@@H](Cc1ccc(F)cc1)C(=O)OC[C@H](Cc1c[nH]c2ccccc12)NC(=O)[C@H](CC=C)CC(=O)N(CCO)Cc1ccccc1 | -5 | -3 | -4 | 7.1 | -26 | -23 | -0.1 | -11 | -0.9 | 8
CCN(CC)C(=O)[C@H]1CC(CC(=O)NCc2ccco2)C(=O)N2CCc3c([nH]c4ccccc34)[C@]12C (stereo partly drawn) | 3 | -1 | 0 | -0.2 | 1 | 4 | -0.4 | 9 | -1.2 | 1
CS(=O)(=O)c1ccc2nc(NC(=O)CN3C(=O)C4CC=CCC4C3=O)sc2c1 (stereo not drawn) | 6 | -4 | 0 | 0.6 | -1 | -4 | 0.6 | 2 | -0.6 | 4

Eight compounds from above, sorted by SMILES length, lowest first.
SMILES | SUMO1-SIM PPI | bovine MsrA act | STEP block | LMPTP block | DNMT1 block | Scp-1 inhibitor | MsrA inh | NRP1-CendR mod | TbMetRS inhib | eLon inh
CCC(CC)C(=O)NCc1ccccc1OC | -2 | -3 | 4 | -2.2 | 0 | -2 | -0.4 | -10 | 0.3 | 6
CSc1nc(N)nc2c1ncn2C1OC(CO)C(O)C1O (stereo not drawn) | 0 | 0 | -3 | -1.0 | 3 | -5 | 0.0 | 13 | 0.0 | -1
CCc1ccc(Nc2nnc(SCn3nnc4ccccc4c3=O)s2)cc1 | 1 | -1 | -9 | -1.0 | 9 | 0 | -1.2 | -3 | -0.6 | -11
CSc1ccc(-c2nc(CSCC(=O)N3CCOCC3)c(C)o2)cc1 | -6 | -2 | -1 | 0.7 | -6 | -9 | -0.1 | -2 | -0.1 | 2
O=C(COC(=O)CNC(=O)C1CCCCC1)Nc1ccccc1OC(F)F | 2 | -4 | 2 | -0.8 | -1 | -5 | 0.6 | 3 | -0.3 | -6
CC(SC(C)C(=O)NN=Cc1cccc(Cl)c1)C(=O)NN=Cc1cccc(Cl)c1 (stereo not drawn) | -1 | 0 | 0 | -0.9 | 65* | -7 | 1.4 | 12 | -0.1 | 13
COc1ccc(C(=O)C2CCCN(C(=O)c3cccc(N4CCCC4=O)c3)C2)cc1OC (stereo not drawn) | 1 | -3 | 0 | -0.4 | -1 | -7 | 0.3 | 2 | 0.5 | 0
CC(=O)c1cccc(-n2nnnc2SCC(=O)Nc2cccc(NC(=O)c3ccco3)c2)c1 | -1 | 0 | -3 | 1.9 | -5 | -12 | -0.8 | 2 | -0.2 | -2

New compounds follow.
SMILES | SUMO1-SIM PPI | bovine MsrA act | STEP block | LMPTP block | DNMT1 block | Scp-1 inhibitor | MsrA inh | NRP1-CendR mod | TbMetRS inhib | eLon inh
COc1ccc(NCc2nnc(SCC#N)n2-c2ccccc2OC)cc1 | -5 | -1 | 1 | -2.9 | -10 | -4 | 0.8 | 9 | -0.7 | 0
COc1ccc(S(=O)(=O)N2CCCCC2)cc1NCC(=O)Nc1ccc(C)cc1 | 1 | -4 | 4 | -0.1 | -2 | -2 | -0.4 | 6 | 0.0 | 1
Nc1[nH]c(C(=O)c2ccccc2)c(-c2ccc(Br)cc2)c1C(=O)NC1CCCCC1 | 3 | -1 | · | 0.9 | · | · | -0.3 | 12 | 0.3 | -11
FC(F)(F)c1ccccc1Cc1c(-c2ccccc2)nc2c3ccccc3ccn12 | 0 | -2 | 1 | 3.8 | -10 | · | 0.2 | 1 | -0.1 | -11
O=C1C[C@H](c2ccc(O)cc2)Oc2cc(O[C@@H]3O[C@H](CO)[C@@H](O)[C@H](O)[C@H]3O)cc(O[C@@H]3O[C@H](CO)[C@@H](O)[C@H](O)[C@H]3O)c21 | 0 | -5 | 0 | -0.7 | -2 | -8 | -0.1 | -61 | -0.4 | -8
O=C(Nc1ccc2c(c1)OCO2)C(c1ccccc1)N1CCN(C(=O)c2ccco2)CC1 (stereo not drawn) | 4 | -1 | -5 | 0.3 | -3 | -4 | 0.5 | -6 | 0.4 | 2
Cc1ccccc1N(C(=O)Cn1nnc(-c2cccs2)n1)C(C(=O)NCCC(C)C)c1ccco1 (stereo not drawn) | 0 | 0 | -2 | 3.2 | -3 | 1 | -1.0 | 4 | -0.4 | -4
CC(C)(NS(=O)(=O)OCC(Cl)(Cl)Cl)c1ccccc1 | 7 | -4 | 0 | -0.5 | 4 | -8 | -0.2 | 6 | -0.4 | 4
CCOC(=O)[C@@H]1[C@H]2COc3ccc(Br)cc3[C@H]2N2C(=O)N(c3cccc(F)c3)C(=O)[C@]12C | 1 | -1 | -1 | 2.1 | -11 | -8 | -0.8 | 4 | -0.2 | -1
Cc1ncc(CSCC(=O)Nc2cc(C(F)(F)F)ccc2Cl)c(CO)c1O | -3 | -9 | -1 | -0.6 | -6 | 11 | 2.5 | 1 | -1.7 | -2
O=C(Nc1ccccc1C(F)(F)F)c1cc(S(=O)(=O)N2CCC3(CC2)OCCO3)ccc1F | 0 | 0 | -2 | -0.6 | 0 | -11 | -0.3 | 10 | -0.3 | -2
COc1cccc(C(=O)Nc2ccncc2)c1OC | 0 | -9 | -1 | -2.8 | 4 | -5 | 0.8 | 5 | -1.1 | 0
CC(NC(=O)c1cc(COc2ccccc2)on1)c1nccs1 (stereo not drawn) | -5 | 0 | -2 | -0.4 | -1 | -6 | -0.9 | 9 | 1.1 | 1
COc1cccc(CNc2nc3cc(-c4ccccc4C)sc3c(=O)n2C)c1 | -14 | -1 | -4 | 6.2 | -15 | · | 1.3 | 2 | -0.2 | 5
O=C(c1ccc(COc2ccccc2Cl)o1)N1CCN(Cc2ccc3c(c2)OCO3)CC1 | -2&3 | -7&-6 | 6&3 | -0.6&-1.0 | -7&-6 | 16&1 | 0.1&-0.9 | 10&-4 | 0.9&-0.1 | 3&-10
CCN(C(=O)CN1C=NS(=O)(=O)c2ccccc21)c1ccccc1 | 1 | -3 | 0 | -2.3 | 1 | -11 | -0.1 | 4 | 0.1 | -8
CCCCc1cc(=O)oc2cc(C)cc(O)c12 | -2 | -1 | -3 | 2.4 | 2 | -4 | -0.2 | -4 | -0.5 | -1
COc1ccc(NS(=O)(=O)c2ccc(C)c(C(=O)NCc3ccccc3CN3CCCC3)c2)cc1 | -1 | 7 | -4 | 2.1 | -1 | · | 1.3 | 0 | -0.2 | -5
COc1ccc(O)c(/C=N/NC(=S)Nc2cccc(S(=O)(=O)N(C)C)c2)c1 | 6 | -2 | 2 | 1.2 | -13 | -17 | 2.3 | -32 | -0.2 | -42
COc1ccc(C(C(=O)NC2CCCCC2)N(Cc2ccco2)C(=O)c2snc(C(N)=O)c2N)cc1 (stereo not drawn) | -2 | -6 | 4 | 0.6 | 0 | 5 | 0.2 | 2 | -0.4 | -4
Cc1cccc(S(=O)(=O)c2c(N)n(-c3ccccc3)c3nc4ccccc4nc23)c1 | 0 | -2 | 1 | 2.2 | 0 | -5 | 0.1 | -6 | -0.1 | -4
Cc1nn(-c2ccccc2)c(Cl)c1C(=O)NCCN(C)C | 4 | -8 | -2 | -1.1 | -2 | -1 | -1.1 | 11 | -0.9 | -8
Clc1ccc(CSc2nccn2Cc2ccccc2)cc1 | 5 | 1 | 4 | 4.1 | -7 | -7 | -0.8 | 2 | 0.2 | -3

Screens from PubChem.
